High-throughput results (PubChem)
SR-BI uptake up: enhances SR-BI lipid uptake from DiI-HDL; CHO ldlA[mSR-BI] cells, DiI-HDL uptake fluorescence, 3 h; 100 = double the neutral-control signal; activation, % at 12.5 µM; 320,000 tested, 0.096% active; AID 504775;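 active = mean replicate activation of at least 60% and every replicate at or above 60%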;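 note: 0% = median plate neutral-control signal and 100% = twice that signal; values of inactives mirror those of a sister screen read the other way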
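System: LDL receptor-deficient CHO ldlA cells overexpressing murine SR-BI | Timing: 3 h uptake period with compound, 37 °C | Medium: HEPES-buffered (25 mM, pH 7.4) F12 plus 0.5% BSA | Dosing: Single-point compound dose | Signal: Bottom-read fluorescence, 550/595 nm | Read-out: Retained DiI signal reflecting DiI-HDL uptake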
CAL PDZ FP-1: inhibitors of human CAL PDZ peptide binding. purified CAL PDZ, TMR-peptide fluorescence polarization, 1 h. AID 504414. inhibition, % at 20 µM. 330,000 tested, 0.02% active;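 active = highest replicate inhibition of at least 40%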;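 note: plate controls were DMSO neutral control wells for no effect and unlabeled competitor peptide control wells for full effect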
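material = purified tagged CAL PDZ domain construct (CerCALP) | buffer or medium = sodium phosphate/NaCl buffer pH 7.4 with TCEP, IgG, Thesit | reagent = TMR-labelled reporter peptide T*-PRC34 bound in PDZ groove | incubation = 1 h room-temperature incubation prior to read | measured by = fluorescence polarization (mP) | evaluation = percent inhibition from loss of millipolarization | control set = unlabelled peptide and DMSO controls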
PvdQ inh: blocks Pseudomonas aeruginosa PvdQ acylase activity. purified PvdQ acylase, fluorescence plate reader. inhibition, % at 10 µM. 340,000 tested, 0.063% active. AID 488965; in the data active = inhibition above about 30%, passing the limit was not always enough;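 note: 0% = vehicle neutral wells and 100% = reference inhibitor wells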
PfHsp90 yeast 2: growth inhibition of yeast expressing Plasmodium Hsp90. 310,000 tested, 0.32% active. S. cerevisiae expressing PfHsp90, BacTiter-Glo ATP, 48 h; yeast lacking PDR1 and PDR3 efflux regulators. inhibition, % at 9.4 µM. AID 504621;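 active = every replicate shows inhibition above about 80%, whatever the replicate mean, limit read from the data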;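 note: 0% = DMSO neutral controls and 100% = 20 µM radicicol positive controls; yeast relying on Plasmodium falciparum Hsp90 in place of its own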
NSD2 HMT inh: inhibitors of human histone methyltransferase NSD2 | O96028 | NSD2 peptide methylation, AlphaScreen, 120 min | inhibition, % at 12.5 µM | 310,000 tested, 0.54% active | AID 743445; in the data active = inhibition above about 50%
Rtt109 HAT inh: blocks Candida albicans Rtt109/Vps75 acetyltransferase activity | inhibition, % at 34.9 µM | purified Rtt109/Vps75, ThioGlo CoA-SH fluorescence, 4 h | Q5AAJ8 | AID 540336 | 330,000 tested, 0.16% active;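 active = inhibition of at least 50% in every replicate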
Target sequence (Q5AAJ8 whole entry, looked up): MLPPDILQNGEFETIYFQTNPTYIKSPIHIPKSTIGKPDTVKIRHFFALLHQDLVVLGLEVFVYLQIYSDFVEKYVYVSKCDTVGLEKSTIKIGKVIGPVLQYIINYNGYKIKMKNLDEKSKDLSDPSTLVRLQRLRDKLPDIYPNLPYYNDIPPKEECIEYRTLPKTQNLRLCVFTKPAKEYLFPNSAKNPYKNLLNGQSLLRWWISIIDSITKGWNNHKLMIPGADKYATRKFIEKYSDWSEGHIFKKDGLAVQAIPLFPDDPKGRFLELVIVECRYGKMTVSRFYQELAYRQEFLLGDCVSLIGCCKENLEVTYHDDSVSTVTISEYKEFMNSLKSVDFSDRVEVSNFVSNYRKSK
CAL PDZ FP-2: CAL PDZ (human) peptide binding inhibition. Q9HD26. purified CAL PDZ, TMR-peptide fluorescence polarization, 1 h. inhibition, % at 24.9 µM. 300,000 tested, 0.92% active. AID 602252;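 active = mean inhibition of at least 30% with at least half of replicates also reaching 30%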;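 note: 0% = DMSO neutral control and 100% = excess unlabeled competitor peptide PRC23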
dFosB activator: activators of mouse delta FosB homodimer; P13346; purified delta FosB, TAMRA-CDK5 oligo fluorescence polarization; percent of positive-control signal above neutral wells; activation, % at 25 µM; 340,000 tested, 0.99% active; AID 493131;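 active = mean activation above about 17%, with every replicate also reaching it, limit read from the data, passing the limit was not always enough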;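 note: fluorescence polarization rise as delta FosB binds a TAMRA Cdk5 AP-1 oligo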
SR-BI HDL uptake: mouse SR-BI HDL lipid transfer inhibition; Q61009; ldlA[mSR-BI] CHO cells, DiI-HDL uptake fluorescence, 3 h; inhibition, % at 12.5 µM; 320,000 tested, 0.96% active; AID 488896;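 active = mean replicate inhibition of at least 70% and a set share of replicates each scoring 70 or more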;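 note: 0% = median of neutral control wells and 100% = median of positive control wells; values of inactives mirror those of a sister screen read the other way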
Target sequence (Q61009 whole entry, looked up): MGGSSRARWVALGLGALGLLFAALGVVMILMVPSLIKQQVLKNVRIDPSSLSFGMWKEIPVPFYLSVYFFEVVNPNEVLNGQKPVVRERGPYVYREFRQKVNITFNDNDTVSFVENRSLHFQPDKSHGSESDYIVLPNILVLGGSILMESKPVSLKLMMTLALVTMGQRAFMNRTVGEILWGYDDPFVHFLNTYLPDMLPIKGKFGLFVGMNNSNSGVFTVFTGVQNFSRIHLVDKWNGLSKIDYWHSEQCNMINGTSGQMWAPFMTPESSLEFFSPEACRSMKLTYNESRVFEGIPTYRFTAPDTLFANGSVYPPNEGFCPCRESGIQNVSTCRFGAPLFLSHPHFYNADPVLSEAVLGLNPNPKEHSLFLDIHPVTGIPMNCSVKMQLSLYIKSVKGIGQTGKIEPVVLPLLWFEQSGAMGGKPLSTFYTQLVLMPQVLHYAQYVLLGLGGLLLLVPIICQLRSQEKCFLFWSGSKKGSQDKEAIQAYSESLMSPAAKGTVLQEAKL
MITF TRPM1 HTS: increases MITF-driven TRPM1 promoter luciferase signal | SK-MEL-5 TRPM1-promoter luciferase, 24 h; % of positive control, neutral wells = 0 | activation, % at 12.5 µM | 300,000 tested, 0.75% active | AID 588334;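 active = mean activation of at least 80% with every replicate also reaching 80%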;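 note: 0% = neutral control wells and 100% = parthenolide positive control wells; values of inactives mirror those of a sister screen read the other way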
Starred values were filed as active, the others as inactive; . = no result given.

Values run as follows: SR-BI uptake up, CAL PDZ FP-1, PvdQ inh, PfHsp90 yeast 2, NSD2 HMT inh, Rtt109 HAT inh, CAL PDZ FP-2, dFosB activator, SR-BI HDL uptake, MITF TRPM1 HTS
COc1ccc(-c2csc3ncn(-c4ccc(C)cc4)c(=O)c23)cc1OC
  -15, -1.0, -14, -10, -1, -1, -5, 0, 15, -7
CCC(=O)N1CCN(c2nc(-c3ccccc3)c3c(c2C#N)CCCC3)CC1
  -41, -2.1, -9, -16, -9, 9, -2, -4, 41, -7
CCn1c(=O)ccc2cc([N+](=O)[O-])ccc21
  9, -5.3, 0, -4, 1, 4, 0, -1, -9, -5
CC(C)Oc1ccc(S(=O)(=O)N2CCOCC2)cc1NC(=O)C1=COCCO1
  18, 0.3, -15, 12, 4, -3, -11, -5, -18, -2
CC1(C)C(=O)OC(c2cccn2-c2ccc([N+](=O)[O-])cc2)C(C)(C)C1=O (stereo unspecified)
  0, -0.9, -17, -24, -2, -16, -5, -7, 0, 10
O=C(Nc1ccc(Cc2ccncc2)cc1)c1cc(F)c(F)cc1Cl
  0, -1.7, -3, ., -4, -2, -2, -3, 0, -2
COc1ccccc1OCC(=O)Nc1cccc(-c2nnc(-c3ccco3)o2)c1
  -16, -1.2, 14, -20, 0, 9, -2, -40, 16, 17
CCOC(=O)C1CCCN(C(=O)c2cc3ccccc3oc2=O)C1 (stereo unspecified)
  ., -2.8, -24, 40, -5, -8, -1, 1, ., -4
Cc1ccc(C)c(N2CCN(C(=O)c3cc4ccccn4n3)CC2)c1
  -17, 0.0, 1, -4, ., -3, -1, 1, 17, 7
O=C1CN(C(=O)c2cccc(S(=O)(=O)N3CCCC3)c2)c2ccccc2N1
  34, -2.6, -2, 16, -2, -13, -3, 0, -34, 2
CCCCN1C(=O)C2(OCCCO2)c2cccc(C)c21
  ., 1.0, -11, -8, -2, -1, 0, -11, ., -1
C=CCN1CCN(c2ccncc2S(=O)(=O)N2CCOCC2)CC1
  1, -0.5, -7, 15, 0, -9, -6, 1, -1, -6
O=C(Nc1nc(-c2ccc(Cl)s2)cs1)c1ccco1
  -18, -3.5, -15, 16, -2, 13, 4, -5, 18, 52
Cc1cc(C)nc(NC(=S)NC(=O)c2ccccc2)n1
  29, -0.8, -1, 6, -2, -3, -2, 8, -29, .
O=C(Cc1ccc(-n2c(=O)c3ccccc3n(Cc3ccc(F)cc3)c2=O)cc1)NCC1CCCO1 (stereo unspecified)
  -38, -0.6, -12, 2, 0, -5, -1, -7, 38, 1
COc1ccc(CCNC(=O)c2ccc(N3CCCC3=O)cc2)cc1OC
  -60, -0.5, -8, 17, -3, -8, -10, -1, 60, 3
COc1ccc(N2CCN(C(=O)COC(=O)CCOc3ccc(C)cc3)CC2)cc1
  17, -0.3, -8, 10, 1, 0, ., 9, -17, -4
O=C(CN1CCSC1=O)Nc1ccc(N2CCOCC2)cc1
  17, -1.9, 0, 24, 1, -3, -16, 2, -17, 35
CC(C)(C)c1ccc(/C=N/NC(=O)C(=O)NCCCN2CCOCC2)cc1
  16, -3.0, -7, 1, -5, -8, ., -3, -16, -13
CCOC(=O)N1CCC(N(CCN(C)C)C(=S)Nc2ccccc2OCC)CC1
  ., 0.8, 14, 17, -1, 15, 6, -9, ., 21
O=C(CSCc1c(Cl)cccc1Cl)NCc1cccnc1
  6, -2.3, 4, 0, 0, 4, -1, -6, -6, -10
CC(=O)C(N=Nc1ccccc1)(Sc1nnc(-c2ccccc2)n1-c1ccccc1)C(C)=O
  19, 0.4, -12, 1, 0, 29, ., -4, -19, -10
O=C(c1ccc2c(c1)OCO2)N1CCN(S(=O)(=O)c2ccc(Cl)cc2)CC1
  6, -2.5, -15, -17, ., 10, -2, -2, -6, -8
CS(=O)(=O)N(Cc1ccccc1)c1ccccc1C(=O)N1CCN(c2ccccc2)CC1
  9, -0.7, -3, ., 13, 2, 0, -13, -9, .
Cc1nn(-c2ccccc2)c2sc(C(=O)NC3CCCCC3)cc12
  -50, -2.9, -11, 10, 0, 1, 6, -5, 50, 2
Fc1ccc(OCCOCCN2CCCC2)cc1
  17, 0.2, -5, -10, -2, -1, -4, 9, -17, -13
N#Cc1c(NC(=O)CCCN2C(=O)c3ccccc3C2=O)oc(-c2ccccc2)c1-c1ccccc1
  -51, ., 3, 7, -2, 6, -3, 8, 51, -4
Cc1noc(C)c1NC(=O)NC(c1ccccc1)c1ccccc1
  -14, 0.8, 0, -2, -7, -8, 5, -1, 14, 8
CCOC(=O)c1c(-c2ccc(C)o2)csc1NC(=O)CN1CCCCC1
  -21, -0.2, -8, -7, 5, 4, 3, -12, 21, 4
O=C1NCCN1C(=O)c1cccc(Cl)c1
  -10, 0.0, -17, 9, ., 3, ., 4, 10, 18
CCOC(=O)N1CCC(Nc2ccc3nnc(-c4ccccc4)n3n2)CC1
  14, -2.3, -9, -9, ., 5, ., -29, -14, -20
Cc1c(NS(=O)(=O)c2ccc(N)cc2)c(=O)n(-c2ccccc2)n1C
  -3, ., 8, 4, 2, 1, 2, -9, 3, -5
CCCCN(C(=O)NC(=O)Nc1ccccc1OC)S(C)(=O)=O
  -24, -3.2, -19, 2, 0, 3, -4, 0, 24, -3
Cc1ccc2[nH]c3c(=O)n(CCCN4CCOCC4)cnc3c2c1
  14, 0.0, -8, 5, 1, 4, -6, 10, -14, -8
CCOC(=O)C1=C(c2ccccc2)NC(=S)NC1c1cc([N+](=O)[O-])ccc1OC (stereo unspecified)
  -32, -0.7, -7, -9, 0, -2, -12, 4, 32, 9
Cc1nc(NC(=O)CSc2nnc(Cn3nnc4ccccc43)n2C)sc1C
  -5, -3.3, -4, -5, 0, 9, 7, 0, 5, -14
CCOC(=O)c1cnc2nc(NCc3ccc(OC)c(OC)c3)[nH]n2c1=O
  32, -1.4, -6, 24, 1, -4, -2, -2, -32, 3
O=Cc1ccc(F)c([B-](F)(F)F)c1
  9, -0.9, -2, 18, ., 10, 2, -4, -9, -3
Cc1cc(NC(=O)CSCC(=O)OCC(=O)Nc2cc(C)c(C)cc2[N+](=O)[O-])no1
  5, -2.5, -5, 12, 2, -4, -6, -9, -5, -5
COc1cccc(N2CCN(C(=O)CCCCCn3c(=S)[nH]c4cc5c(cc4c3=O)OCO5)CC2)c1
  -53, -0.6, -12, -28, -2, 1, ., 3, 53, 0
CCOC(=O)Cn1c(=O)oc2cc(S(=O)(=O)NCCc3ccc(C)cc3)ccc21
  33, -0.3, -14, -4, ., 7, ., -15, -33, 10
O=C(CCS(=O)(=O)c1ccccc1)Nc1ccc2c(c1)C(=O)NC2=O
  9, -1.8, -6, 0, 31, -12, 1, -1, -9, -15
COCCN(C(=O)COC(=O)CNC(=O)c1cccs1)c1c(N)n(Cc2ccccc2)c(=O)[nH]c1=O
  12, 1.2, -4, ., 1, 0, -2, 0, -12, 3
CCc1noc(C)c1C(=O)N(Cc1ccccc1)c1c(N)n(CCOC)c(=O)[nH]c1=O
  30, -1.4, -1, 1, -1, 6, 0, 7, -30, 0
CCN(c1cccc(C)c1)c1nc2ccsc2c(=O)s1
  -23, -1.2, 1, ., -1, -1, 1, -2, 23, .
COc1ccc(N(C)C(=O)C2CCCN2S(=O)(=O)c2cccc3nsnc23)c(OC)c1 (stereo unspecified)
  24, 4.5, -5, 17, 2, -3, -1, 0, -24, 3
COc1ccccc1C(=O)COC(=O)CN1C(=O)NC2(CCCC2)C1=O
  -20, -1.7, -12, ., 0, 5, -1, -3, 20, 3
COC(=O)C(C(=O)OC)C(C[N+](=O)[O-])c1ccc(OC)c(OC)c1 (stereo unspecified)
  2, -2.0, 5, ., 0, -3, -2, -6, -2, .
O=C(c1ccccn1)N1CCN(c2ccc(C(F)(F)F)cn2)CC1
  6, -2.4, 6, ., -2, 14, -5, 1, -6, .
CCCCN(C(=O)c1ccc(C)o1)c1c(N)n(CC(C)C)c(=O)[nH]c1=O
  -4, 1.1, -4, 4, -1, 5, -1, 6, 4, 3
COc1ccccc1NC(=O)C(C)OC(=O)CCCN=C1NS(=O)(=O)c2ccccc21 (stereo unspecified)
  34, -1.5, -2, ., -1, -10, 2, -3, -34, -6
O=C(CCc1ccccc1)Nc1ccnn1C1CCN(C/C=C/c2ccccc2)CC1
  -3, -3.1, -14, -17, 4, -5, -3, -5, 3, 8
CC(=O)Nc1ccc(OCCCNC(=O)c2c(-c3ccccc3)noc2C)cc1
  ., -3.5, 12, 2, 2, ., -4, -6, ., .
O=C(NCCc1ccccc1)c1cccnc1
  ., -1.6, -3, -7, 7, -11, 4, 9, ., 45
COCCn1c(=O)[nH]c2cc(C(=O)Nc3cc(C)cc(C)c3)ccc2c1=O
  ., -0.9, -4, 16, 3, -10, -3, -5, ., -1
COc1cc(/C=C/c2ccc3cccc(O)c3n2)cc(OC)c1OC
  -64, 0.5, -14, -10, -10, -2, ., -7, 64, -78
S=C(NCc1ccccn1)Nc1ccc(Cl)cc1Cl
  1, -0.3, -11, -15, -2, -2, -2, -2, -1, 28
O=C(Nc1ccc(Br)c2cccnc12)c1ccc(Cn2cc(Cl)cn2)o1
  22, -2.1, -6, 6, 12, -3, -2, -6, -22, 12
Cc1c2c(c(C)n1C)C(C(=O)NC1CCCCC1)N(Cc1ccccc1)C2=O (stereo unspecified)
  22, 0.6, -4, -12, -2, 2, -3, -6, -22, -8
CC(=O)Nc1ccc(Nc2ccc(N3C(=O)CCCC3=O)cc2[N+](=O)[O-])cc1
  9, -0.3, -18, 12, 1, 3, -3, -1, -9, -7

Continued.
Values run as follows: SR-BI uptake up, CAL PDZ FP-1, PvdQ inh, PfHsp90 yeast 2, NSD2 HMT inh, Rtt109 HAT inh, CAL PDZ FP-2, dFosB activator, SR-BI HDL uptake, MITF TRPM1 HTS
CCn1c(C)cc2c(c1=O)C(c1ccccc1Br)C(C#N)=C(N)O2 (stereo unspecified)
  11, -3.1, -9, 10, 1, -1, -2, -1, -11, 10
CCOc1ccccc1C1C(C(N)=O)=C(C)Nc2nc(-c3cccc(C)c3)nn21 (stereo unspecified)
  5, 0.0, 4, 14, 0, 13, -3, -5, -5, 4
CN1CCC(Oc2ccccc2Sc2ccc(C(F)(F)F)cc2)CC1
  20, 0.2, -14, 7, 3, 0, -3, -6, -20, 13
O=C(Nc1ccc(OC(F)(F)F)cc1)C1CCCN(C(=O)c2ccc(Cl)cc2)C1 (stereo unspecified)
  -17, 0.3, -16, 5, -3, 1, -6, -9, 17, 7
O=C(C1CCC(=O)N(C2CC2)C1)N1CCN(c2cccc(Cl)c2)CC1 (stereo unspecified)
  12, 1.2, -5, 7, -2, -7, -3, 5, -12, 0
CCCN1CCN(C(=O)c2nn(-c3ccc(OC)cc3)c(=O)c3c2c2ccccc2n3C)CC1
  -1, -2.5, -5, ., 5, -4, -6, -3, 1, 13
